# Compound activity (PubChem BioAssay)
# SENP8 block-1: blocks human SENP8 cleavage of Nedd8 substrate; recombinant SENP8, Nedd8 substrate fluorescence; actives 0.64% (n = 360,000); AID 602440; inhibition, % at 20 µM; Q96LD8; in the data active = inhibition mostly above about 40%, no sharp cut-off; inactive = mostly below about 27%
# HKDC1 inhibitor: blocks human hexokinase HKDC1 activity. recombinant HKDC1, G6PDH/diaphorase resazurin coupled fluorescence. inhibition, % at 20 µM. AID 493160. actives 0.16% (n = 340,000). Q2TB90;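 active = inhibition above about 35% when tested at 20 µM, limit read from the data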;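 also: plate controls were DMSO wells with enzyme for no effect and DMSO wells lacking enzyme for full effect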
# Target sequence (Q2TB90 whole entry, looked up): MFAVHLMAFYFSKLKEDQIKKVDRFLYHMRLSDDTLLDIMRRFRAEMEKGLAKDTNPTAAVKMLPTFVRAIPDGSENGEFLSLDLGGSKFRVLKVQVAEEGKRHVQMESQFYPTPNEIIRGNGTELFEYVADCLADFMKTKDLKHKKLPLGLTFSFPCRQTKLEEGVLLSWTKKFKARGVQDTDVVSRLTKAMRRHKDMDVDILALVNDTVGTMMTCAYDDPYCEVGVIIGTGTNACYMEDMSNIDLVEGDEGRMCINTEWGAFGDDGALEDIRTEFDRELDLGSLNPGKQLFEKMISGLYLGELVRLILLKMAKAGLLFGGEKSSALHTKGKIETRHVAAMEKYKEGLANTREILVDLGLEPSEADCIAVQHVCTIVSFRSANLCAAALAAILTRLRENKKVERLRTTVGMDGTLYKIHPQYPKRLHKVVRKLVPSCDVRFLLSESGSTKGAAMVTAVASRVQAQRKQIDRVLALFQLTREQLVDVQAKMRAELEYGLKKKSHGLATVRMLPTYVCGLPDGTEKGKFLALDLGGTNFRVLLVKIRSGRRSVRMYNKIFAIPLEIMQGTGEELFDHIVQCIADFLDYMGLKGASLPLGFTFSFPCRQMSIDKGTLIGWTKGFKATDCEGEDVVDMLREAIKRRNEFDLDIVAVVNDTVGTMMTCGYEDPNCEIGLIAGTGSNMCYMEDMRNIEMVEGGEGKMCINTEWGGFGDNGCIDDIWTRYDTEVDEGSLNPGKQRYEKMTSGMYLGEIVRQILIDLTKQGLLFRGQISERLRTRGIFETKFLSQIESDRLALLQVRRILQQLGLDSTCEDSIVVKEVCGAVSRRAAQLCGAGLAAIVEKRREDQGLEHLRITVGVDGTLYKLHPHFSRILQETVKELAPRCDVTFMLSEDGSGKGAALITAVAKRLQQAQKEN
#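 Test system: recombinant HKDC1 (HK5) hexokinase enzyme, produced in-house; Amount: enzyme 5 µg/mL final; Buffer or medium: Tris pH 8.0 buffer with MgCl2, Tween-20, BSA, BME; Reagent: glucose and ATP substrates; Doses: 20 µM test compound, 1% DMSO; Incubation: 90 min reaction incubation at room temperature, dark; Detection: resorufin fluorescence at 613 nm.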
# SENP1 inh: SENP1 (human) catalytic domain inhibition; AID 624204; recombinant SENP1 catalytic domain, CyPet-SUMO1-YPet FRET cleavage; actives 0.21% (n = 360,000); inhibition, % at 10 µM; Q9P0U3;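 active = inhibition at least 30% at 10 µM, raw YFP signal under a set limit, fluorescence ratio 0.5 to 1.5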;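 also: 0% = enzyme with DMSO and 100% = no enzyme wells; some results filed as inactive read as strong as hits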
#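 Compound: 10 µM single point, 0.5% DMSO; Test system: hSENP1 catalytic domain, recombinant; Timing: 50 min reaction at room temperature; Technique: FRET, CFP and YFP emission; Control set: no-enzyme wells low, DMSO-plus-enzyme wells high control.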
# PfGluPho inh: PfG6PD (Plasmodium falciparum) enzyme inhibition | PfGluPho enzyme, NADPH resazurin-diaphorase fluorescence | inhibition, % at 20 µM | actives 0.78% (n = 350,000) | AID 504690;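 active = inhibition reaching at least a set limit at 20 µM in the primary screen, cut at about 59% in these data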;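 also: 0% = DMSO wells with substrate and 100% = DMSO wells lacking glucose-6-phosphate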
# SENP8 block-2: SENP8 protease inhibition. Q96LD8. inhibition, % at 10 µM. purified SENP8, Z-RLRGG-aminoluciferin cleavage, luminescence. AID 2540. actives 1.2% (n = 330,000); in the data active = inhibition above about 50%
# UBC13 polyUb: human UBC13 polyubiquitination inhibition; UBC13 polyubiquitin chain formation, TR-FRET; inhibition, % at 20 µM; actives 0.47% (n = 330,000); in the data active = inhibition above about 45%, passing the limit was not always enough
# Target sequence (P61088 whole entry, looked up): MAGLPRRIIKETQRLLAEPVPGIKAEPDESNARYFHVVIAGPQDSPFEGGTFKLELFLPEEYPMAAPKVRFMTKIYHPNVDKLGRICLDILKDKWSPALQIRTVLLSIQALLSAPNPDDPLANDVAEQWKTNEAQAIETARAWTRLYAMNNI
# beta cell repl: MIN6 beta-cell proliferation induction | MIN6 cells proliferation, ATPlite luminescence, 48 h; cells starved in 0.2% serum; 100% = growth in 10% serum | proliferation, % at 10 µM | actives 0.29% (n = 330,000) | AID 2380;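 active = compounds whose signal lies at least 3.5 SD above the mean of all wells on their plate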;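 also: 0% = DMSO-treated cells in low-serum medium and 100% = 10% serum control; some compounds called inactive have numbers as strong as hits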
# SENP7 block: SENP7 protease inhibition | recombinant SENP7, Z-RLRGG-aminoluciferin luminescence, 40 min | inhibition, % at 5 µM | actives 1.5% (n = 330,000);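 active = inhibition above about 50% at the single test dose, limit read from the data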;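 also: plate controls were DMSO with enzyme for no effect and no enzyme buffer wells for full effect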
# SENP6 inh: blocks the human protease SENP6 | AID 2599 | Q9GZR1 | actives 1.8% (n = 330,000) | Recombinant SENP6 catalytic domain, aminoluciferin luminescence | inhibition, % at 10 µM;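 active = inhibition above about 50% at the single tested dose, limit read from the data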;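 also: plate controls were DMSO wells with enzyme for no effect and DMSO wells lacking enzyme for full effect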
# Numbers without * were called inactive.
SMILES,SENP8 block-1,HKDC1 inhibitor,SENP1 inh,PfGluPho inh,SENP8 block-2,UBC13 polyUb,beta cell repl,SENP7 block,SENP6 inh
COc1cc2c(C(=O)N3CCOCC3)c(CSc3ccccc3)n(C)c2cc1Br,12,4,2,5,4,11,-3,8,17
Cc1ccc(C)c2c1cc(C)c1nnc(SCC(=O)NCc3ccc4c(c3)OCO4)n12,-247,-8,2,94*,-5,2,-3,4,-1
CC1CC(NC(=O)c2cc3c(=O)n4ccccc4nc3n2C)CC(C)(C)C1 (stereo not given),-327,8,-24,31,7,30,0,-3,-14
CS(=O)(=O)c1ccc(-c2nnc(NC(=O)c3ccc(S(=O)(=O)N4CCCC4)cc3)o2)cc1,11,0,1,4,4,-8,-3,-2,-8
CCOC(=O)c1ccc(NC(=S)N2CCN(Cc3ccccc3)CC2)cc1,6,-2,1,-1,1,0,-2,5,-6
CSc1cccc(N2C(=O)C3CCCN3C2=S)c1 (stereo not given),6,-4,5,-16,-4,6,4,-1,6
C#CCOCCOCCOCCNc1nc(N2CCOCC2)nc(N2CCN(C(=O)[C@H]([C@@H](C)CC)n3cc([C@@H](N)Cc4ccc(O)cc4)nn3)CC2)n1,19,-3,3,8,-7,15,3,-1,-5
CC(C)(C)OC(=O)NCCCC[C@H](NC(=O)c1nc[nH]c1C(=O)N1CCN(C(=O)OC(C)(C)C)CC1)C(=O)OC(C)(C)C,7,-2,5,14,-13,-1,-5,-15,-9
CC[C@]12c3[nH]c4ccccc4c3CCN1C(=O)C(CC(=O)NCCC1=CCCCC1)C[C@@H]2C(=O)N1CCN(C(=O)C2CC2)CC1 (stereo not given in full),3,-1,1,20,2,10,-3,3,5
Cc1c(NC(=S)N/N=C/c2ccc(O)cc2)c(=O)n(-c2ccccc2)n1C,4,-8,1,-4,-6,-5,-3,8,-28
O=C(c1nc2ccc(Cl)cn2c1CN1CCC(CO)CC1)N1CCc2ccccc2C1,3,-4,-4,15,8,-17,1,-5,7
Cc1ccc(/C=N/NC(=O)Cc2ccc(Cl)cc2)c(O)c1,-35,-6,-7,-6,8,-9,-4,5,8
O=C(O)CC(Sc1n[nH]c(=S)s1)C(=O)O (stereo not given),-4,-5,1,39,-7,-10,2,-5,-62
CN(CC(=O)Nc1c(Cl)cccc1Cl)C(=O)C1CSC2(C)CCC(=O)N12 (stereo not given),14,-5,2,-4,0,3,0,-2,-12
COc1ccc(NC(=S)NCc2ccccn2)cc1OC,11,-7,0,-11,0,6,0,8,-8
C#CC[N+](CC)(CC)CC#Cc1cccc(Cl)c1,11,-1,3,-8,-4,-2,0,6,-1
COc1ccccc1/C=C(/NC(=O)c1ccccc1)C(=O)NCCN1CCOCC1,6,-4,0,0,-10,-5,1,12,-22
CC(=O)N1C(C(=O)O)CSC1c1ccc(C)cc1 (stereo not given),7,-6,0,9,-2,0,4,0,7
CCc1sc(C(=O)Nc2ccc(NC(C)=O)cc2)cc1C,20,19,2,2,-2,3,0,3,-11
Cc1c(C(=O)N2CCN(C)CC2)oc2ccc(S(=O)(=O)N3CCOCC3)cc12,27,-3,-1,-1,2,-4,-2,5,1
CC(=Nc1cc(C(=O)c2ccccc2)ccc1N)C1=C(O)CC(C)(C)CC1=O,7,10,-4,9,-2,1,1,10,2
O=C(CCCCCNc1nc(=S)[nH]c2ccccc12)NCCc1ccccc1,14,9,3,1,7,1,0,1,7
COc1cccc(/C=N/NC(=O)CC2C(=O)NN=C2C)c1O (stereo not given),-24,-18,-7,-28,5,12,-1,4,5
O=C(NNC1=Nc2cc([N+](=O)[O-])ccc2OC1)c1ccccc1Cl,19,-9,3,13,-9,-15,-1,-8,-7
CCOC(=O)N1CCC(NC(=O)C2CCN(C(=O)N3CC(C)Oc4ccccc43)CC2)CC1 (stereo not given),10,-2,-2,-17,-5,-21,-1,-8,1
O=C(Cc1c(F)cccc1Cl)Nc1nccs1,18,-7,1,-14,8,2,0,0,10
N#CC1=C(N)Oc2cc(N)ccc2C1c1cccc(F)c1 (stereo not given),-61,0,-28,-14,-16,-6,-1,-18,-15
Cc1cc(C(c2ccc(C)o2)c2ccc(C)o2)c(O)c([N+](=O)[O-])c1,31,4,3,-17,-2,-26,-6,0,7
COC(=O)c1c(C)[nH]c(C(=O)OCc2ccc(F)cc2)c1C,16,-1,4,-4,-10,7,-2,-9,-8
O=C(NCCCN1CCCC1=O)c1cccc(N2CCCC2=O)c1,13,-3,1,-3,-5,-6,-2,-6,-23

# Results in SENP7 block and HKDC1 inhibitor, for some of the entries so far:
smiles | SENP7 block | HKDC1 inhibitor
O=C(c1nc2ccc(Cl)cn2c1CN1CCC(CO)CC1)N1CCc2ccccc2C1 | -5 | -4
Cc1ccc(/C=N/NC(=O)Cc2ccc(Cl)cc2)c(O)c1 | 5 | -6

# Ordered by the number under SENP6 inh (smallest number first): four from the list above.
SMILES | SENP6 inh
CC1CC(NC(=O)c2cc3c(=O)n4ccccc4nc3n2C)CC(C)(C)C1 (stereo not given) | -14
Cc1c(C(=O)N2CCN(C)CC2)oc2ccc(S(=O)(=O)N3CCOCC3)cc12 | 1
CC(=O)N1C(C(=O)O)CSC1c1ccc(C)cc1 (stereo not given) | 7
O=C(Cc1c(F)cccc1Cl)Nc1nccs1 | 10

# Continuation.
SMILES,SENP8 block-1,HKDC1 inhibitor,SENP1 inh,PfGluPho inh,SENP8 block-2,UBC13 polyUb,beta cell repl,SENP7 block,SENP6 inh
COc1cccc(NC(=O)C(c2ccccc2)N2CCCC2)c1 (stereo not given),15,-4,3,-3,13,-5,1,-11,4
O=C(NCCc1ccccc1)C(=O)Nc1ccc2c(c1)OCCO2,-1,-10,-1,7,-17,-10,0,-16,-56
COc1ccccc1NC(=O)C(=O)NNS(=O)(=O)c1ccc2ccccc2c1,24,-3,0,-10,5,3,1,-2,-7
O=C(NCc1ccccc1)C(c1ccc(F)cc1)N(C(=O)c1csnn1)C1CC1 (stereo not given),-3,0,2,-6,0,2,0,1,-18
Cc1cccc2c1CC(C)(C)NC2=C(C#N)C#N,7,-8,2,8,-11,12,-1,-9,-7
COc1ccccc1N=C(C)C1=C(O)CSC1=O,28,0,-18,23,-6,-5,-3,9,-10
CCOc1ccccc1NC(=O)COC(=O)/C=C/c1cccs1,17,-3,5,7,-13,5,3,-5,-11
COc1cccc(N2CCN(CC(=O)Nc3nnc(-c4ccccc4)s3)CC2)c1,10,-2,-4,22,3,-5,0,1,-10
COc1ccc(N(CC(O)Cn2nnc3ccccc32)S(=O)(=O)c2ccc(C)cc2)cc1 (stereo not given),7,-4,4,-3,-1,3,1,-8,-5
Cc1[nH]c2ccc(F)cc2c1CCN(Cc1cccnc1)C(=S)Nc1ccccc1,0,-7,1,6,2,13,-2,1,3
N#C/C(C(=O)N1CCOCC1)=C1/SC(Cc2ccccc2Cl)C(=O)N1c1ccccc1 (stereo not given),0,4,2,9,-1,1,-1,15,-9
COCCN1C(=O)C(=O)/C(=C(/O)c2ccc(C)cc2)C1c1ccccn1 (stereo not given),8,-7,0,-13,-2,-1,6,5,-13
CC(C)(C)OC(=O)CNC(=O)c1[nH]cnc1C(=O)N[C@@H](Cc1ccccc1)C(=O)OCc1ccccc1,19,0,-1,11,-4,-12,-8,2,-3
O=C(Nc1ccc(Cl)cc1C(=O)N1CCCCC1)c1ccco1,15,-2,0,-3,2,6,1,-7,-14
N/C(=N\OC(=O)c1csnn1)c1ccc(C(F)(F)F)cc1,-3,1,-5,12,2,0,0,6,-4
O=C(c1cc2ccccc2s1)N1CCOCC1,26,-4,2,-10,4,1,1,0,-1
O=C(C1CCCN(c2ncnc3c2nc2n3CCCCC2)C1)N1CCCCC1 (stereo not given),3,0,2,-1,2,11,0,2,9
CNC[C@H]1Oc2c(NC(=O)C3CC3)cccc2C(=O)N([C@H](C)CO)C[C@@H]1C,4,-2,0,-12,-13,-8,2,-11,-3
CCOC(=O)c1ccc(NC(=O)c2c(N)n(C)c(=O)n(C)c2=O)cc1,7,-2,0,-8,-16,1,-3,8,-4
COc1ccc2ccc(OCC(=O)NCC3CCCO3)cc2c1 (stereo not given),2,-4,-1,-5,-3,-2,3,8,-10
COc1cccc(CC(NC(C)=O)C(=O)NC2CCN(c3nnnn3-c3ccccc3)CC2)c1 (stereo not given),2,-5,0,-7,-1,3,2,2,-1
Cc1cc2nsnc2c(S(=O)(=O)NCC(=O)O)c1C,9,-9,0,-10,-8,0,-3,5,-12
CCCCCC[n+]1c(-c2ccc(Cl)cc2Cl)csc1Nc1ccccc1,18,8,-1,15,-7,-7,0,1,-2
CCCc1cc(=O)[nH]c(SCC(=O)NC(=O)c2ccccc2)n1,13,7,3,0,-1,1,-1,-7,-16
CN1CCc2c(sc(/N=C/c3c[nH]c4ccccc34)c2C#N)C1,-430,4,-37,29,10,-64,0,-2,18
COc1cccc(-c2nnc3sc(-c4ccco4)nn23)c1,5,-2,2,-15,-7,2,5,4,3
CC(=O)CCc1oc2ccc(C)cc2c1-c1ccc(C)o1,-16,-1,-5,28,-5,11,-1,-3,-31
CCOc1ccc(OCC)c(NC(=O)C2CCCN2S(=O)(=O)c2cccc3cccnc23)c1 (stereo not given),1,0,-1,11,1,5,2,4,-12
CCN(CC)c1ccc(/C=N/NC(=O)c2ccc(Br)o2)cc1,-292,-7,-39,19,34,-8,0,49,70*
C=CC[C@@H](CC(=O)N(CCO)Cc1ccccc1)C(=O)N[C@H](COC(=O)[C@@H](CC=C)Cc1ccc(F)cc1)C(C)(C)C,18,2,1,30,-9,-9,-6,-9,-5
COCCN(C(=O)c1csnn1)C(C(=O)NC1CCCCC1)c1ccc(C)cc1 (stereo not given),9,-2,2,24,3,6,1,1,-4
CCOc1ccccc1-n1nnnc1SCC(=O)Nc1cc(C)on1,14,-11,1,12,9,2,-1,1,1
C=CCn1c(SCc2ccc(C(=O)Nc3nccs3)cc2)nnc1-c1ccc(C)c(Cl)c1,-1,-4,0,12,0,-2,0,-5,23
CC(NC(=O)CCNC(=O)c1ccc(C(C)(C)C)cc1)c1ccccc1 (stereo not given),8,-6,2,4,-5,11,-3,1,-7
C/C(=N\NC(=O)NC1CCCCC1)c1ccc(OC(F)F)cc1OC(F)F,15,-2,1,8,-2,2,-4,9,-6
CC1CCc2c(sc3ncnc(NCc4cccnc4)c23)C1 (stereo not given),-1,-2,0,-3,2,16,-1,11,2
CCO[C@H]1OC(C(=O)Nc2ccccc2)=C[C@@H](C2CC2)[C@@H]1CCCO,24,-7,3,12,3,7,-2,-1,-16
O=C(/C=C/c1ccccc1)Nc1cccc(C(=O)O)c1,2,0,3,-11,97*,1,-4,100*,99*
CCOC(=O)C1(Cc2cccc(OC)c2)CCN(CC=C(C)C)CC1,26,-5,0,5,-11,-2,1,2,-27
CC(C)(C)C1=C(C#N)C(c2ccc3c(c2)OCO3)C(C#N)=C(N)O1 (stereo not given),-101,-5,-23,-24,-5,-3,-2,1,14
